pPAFAH inh: pPAFAH enzyme inhibitors, primary screen, biochemical, fluorescence polarization, human. Platelet-activating factor acetylhydrolase (Homo sapiens), Q13093. recombinant pPAFAH, FP-rhodamine probe fluorescence polarization. inhibition, % at 3.39 µM. hit rate 1.5% among 330,000;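 active = inhibition above the mean inhibition across the screen plus 3 SD, cut at about 25% in these data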;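 also: inhibitors block binding of the rhodamine activity-based probe so polarization drops; 0% = enzyme with DMSO and 100% = wells lacking pPAFAH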
LYPLA1 inh: LYPLA1 inhibitors, primary screen, counter-screen for PME1 inhibitor project, biochemical, fluorescence polarization, FP-Rh probe ABPP | hit rate 0.16% among 320,000 | inhibition, % at 5.9 µM | recombinant LYPLA1 | Acyl-protein thioesterase 1 (Homo sapiens), O75608;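 active = inhibition above the mean of all tested compounds plus 3 SD, set per campaign, cut at about 14% in these data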;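 also: inhibitors block serine hydrolase probe labeling of LYPLA1 so polarization falls; 0% = enzyme with DMSO and 100% = wells lacking LYPLA1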
PAFAH1B3 FP inh: PAFAH1B3 enzyme inhibitors, primary screen, biochemical, fluorescence polarization, human; recombinant PAFAH1B3, FP-rhodamine probe; inhibition, % at 3.39 µM; Platelet-activating factor acetylhydrolase IB subunit alpha1 (Homo sapiens), Q15102; hit rate 0.28% among 340,000;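 active = inhibition above the screen-wide average of all tested compounds plus 3 SD, cut at about 25% in these data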;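 also: 0% = enzyme with DMSO only and 100% = wells lacking PAFAH1B3 protein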
PAFAH2 inh: PAFAH2 enzyme inhibitors, primary screen, biochemical, fluorescence polarization, human; Platelet-activating factor acetylhydrolase 2, cytoplasmic (Homo sapiens), Q99487; recombinant PAFAH2, FP-rhodamine activity probe; inhibition, % at 3.39 µM; hit rate 0.99% among 340,000;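 active = inhibition above the mean over all tested compounds plus 3 SD, cut at about 30% in these data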;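 also: inhibitors block probe labeling of enzyme so polarization drops; 0% = enzyme with DMSO and 100% = wells lacking PAFAH2 protein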
LYPLA2 inh: LYPLA2 inhibitors, primary screen, counter-screen for PME1 inhibitor project, biochemical, fluorescence polarization, FP-Rh probe ABPP. Acyl-protein thioesterase 2 (Homo sapiens), O95372. recombinant LYPLA2. inhibition, % at 5.9 µM. hit rate 0.38% among 320,000. AID 2177, 2009;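 active = inhibition above the screen-wide mean plus 3 SD, limit set per campaign, cut at about 26% in these data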;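 also: 0% = LYPLA2 with DMSO and 100% = wells lacking LYPLA2 enzyme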
PREPL inhibitor: PREPL enzyme inhibitors, primary screen, biochemical, fluorescence polarization; Prolyl endopeptidase-like (Homo sapiens), Q4J6C6; recombinant PREPL, fluorescence polarization activity-based probe; inhibition, % at 5.96 µM; hit rate 0.68% among 320,000; AID 2751, 2010; in the data active = inhibition above about 43%;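 also: 0% = enzyme with DMSO and 100% = wells lacking enzyme; many of its hits are not listed in these tables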
PAD4 FP inh: human PAD4 inhibitors, primary screen, biochemical, fluorescence polarization, 1536-well format; recombinant PAD4, RCA probe fluorescence polarization; inhibition, % at 6.36 µM; hit rate 0.41% among 330,000;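 active = percent inhibition above a cutoff equal to the mean of all tested compounds plus 3 SD, cut at about 15% in these data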;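 also: 0% = PAD4 with RCA probe and DMSO and 100% = probe without PAD4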
Target sequence (Q9UM07 whole entry, looked up): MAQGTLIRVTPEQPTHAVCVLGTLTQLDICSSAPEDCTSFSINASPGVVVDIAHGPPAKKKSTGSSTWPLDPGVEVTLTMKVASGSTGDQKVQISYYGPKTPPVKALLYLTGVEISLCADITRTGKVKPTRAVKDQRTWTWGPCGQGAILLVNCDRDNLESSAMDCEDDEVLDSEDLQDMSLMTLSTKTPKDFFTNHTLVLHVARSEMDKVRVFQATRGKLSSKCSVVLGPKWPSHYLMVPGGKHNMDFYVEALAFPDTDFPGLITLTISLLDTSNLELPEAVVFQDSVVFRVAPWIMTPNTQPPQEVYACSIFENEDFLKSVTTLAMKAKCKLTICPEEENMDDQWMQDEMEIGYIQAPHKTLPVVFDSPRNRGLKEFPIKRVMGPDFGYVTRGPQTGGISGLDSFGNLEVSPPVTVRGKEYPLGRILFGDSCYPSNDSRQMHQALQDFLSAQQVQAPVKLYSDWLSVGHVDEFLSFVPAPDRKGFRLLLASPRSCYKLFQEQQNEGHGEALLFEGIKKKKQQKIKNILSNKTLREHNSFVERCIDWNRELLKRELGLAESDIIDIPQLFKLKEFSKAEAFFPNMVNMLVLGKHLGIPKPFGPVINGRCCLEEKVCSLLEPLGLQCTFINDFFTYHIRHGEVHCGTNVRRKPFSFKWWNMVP
PAFAH1B2 inh: PAFAH1B2 enzyme inhibitors, primary screen, biochemical, fluorescence polarization, human; recombinant PAFAH1B2, FP-rhodamine activity probe; inhibition, % at 3.39 µM; hit rate 1.2% among 340,000;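 active = inhibition above the mean of all tested compounds plus 3 SD, cut at about 24% in these data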;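 also: 0% = enzyme with DMSO and 100% = wells lacking PAFAH1B2; many of its hits are not listed in these tables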
GSTO1 inh: inhibitors of recombinant GSTO1, primary screen, counter-screen for RBBP9 inhibitor project, biochemical, fluorescence polarization; activity-based probe fluorescence polarization; inhibition, % at 5.96 µM; hit rate 1.1% among 300,000;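 active = inhibition above the campaign mean inhibition plus 3 SD, cut at about 35% in these data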;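 also: 0% = GSTO1-1 with DMSO and 100% = wells lacking GSTO1-1 enzyme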
Target sequence (P78417 whole entry, looked up): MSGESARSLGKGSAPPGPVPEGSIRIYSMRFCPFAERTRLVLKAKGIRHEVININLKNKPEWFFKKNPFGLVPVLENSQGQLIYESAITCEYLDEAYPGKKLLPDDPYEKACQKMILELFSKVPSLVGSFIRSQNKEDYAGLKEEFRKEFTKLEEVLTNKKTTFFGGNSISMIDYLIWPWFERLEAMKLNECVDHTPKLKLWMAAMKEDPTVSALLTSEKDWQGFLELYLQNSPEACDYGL
* = called active by the depositor; . = no result given. This is a subset; rates above refer to the full screens.

Values run as follows: LYPLA1 inh	PAFAH1B3 FP inh	LYPLA2 inh	PREPL inhibitor	PAFAH2 inh	pPAFAH inh	PAFAH1B2 inh	PAD4 FP inh	GSTO1 inh
Cc1ccc(-c2n[nH]c(=O)c3ccccc23)cc1S(=O)(=O)NCCN1CCOCC1
    -0.9	7.4	-3.3	24.4	2.2	1.6	5.1	-2.5	-2.5
COc1ccc2nc(/N=C(\N)NC(=O)Nc3ccccc3)nc(C)c2c1
    -1.3	10.8	-5.4	5.9	-5.1	1.0	0.1	1.5	-5.1
CCOc1cc(/C=N\NC(=O)c2c(C)nc3ccccn23)ccc1O
    -1.8	10.5	1.5	-6.0	1.1	6.4	0.2	2.2	0.3
CCOC(=O)c1ccc(NC(=O)CNC(=O)C23CC4CC(CC(C4)C2)C3)cc1
    -1.4	5.4	2.0	0.5	6.2	2.4	0.8	-4.1	-7.5
CCCNc1cc(C)oc(=O)c1C(=O)CCC
    2.0	10.6	-1.8	2.6	3.0	0.8	6.5	-2.5	3.5
CCNS(=O)(=O)c1ccc(C(=O)OCc2cc(=O)oc3cc(OC)ccc23)cc1
    -2.1	-3.1	4.5	8.2	-1.0	13.0	-2.8	0.4	6.5
CN(C)c1ccc(P(=O)(OC2CCCCC2)C(O)c2ccncc2)cc1 (stereo unspecified)
    2.0	-1.5	-1.2	5.7	0.1	5.5	2.1	1.1	3.8
Cc1cccc(-n2c(C)cc(C)c(C#N)c2=O)c1
    1.5	4.2	6.8	0.7	-5.7	2.1	-4.4	-2.7	4.7
O=C(COC(=O)c1cc(-c2cccs2)nn1-c1ccccc1)Nc1ccc(F)c([N+](=O)[O-])c1
    -25.7	-15.5	-44.3	-0.8	36.0*	25.4*	-6.4	-2.9	10.0
CC(C)N(Cc1nc(COc2ccccc2)no1)Cc1nccn1C
    -1.6	5.4	2.8	10.6	2.9	6.3	0.2	1.6	5.1

(listing goes on)
Values run as follows: LYPLA1 inh	PAFAH1B3 FP inh	LYPLA2 inh	PREPL inhibitor	PAFAH2 inh	pPAFAH inh	PAFAH1B2 inh	PAD4 FP inh	GSTO1 inh
Cc1cccc(-c2nnc(NC(=O)c3ccco3)s2)c1
    5.0	-1.1	12.1	1.7	-0.9	5.1	2.7	-4.8	-15.6
COc1ccccc1OCCn1c(CO)nc2ccccc21
    -1.7	11.0	6.7	7.3	-0.9	-9.6	3.0	-3.0	6.2
COc1ccccc1C(=O)Nc1ccnn1C1CCN(Cc2csc(C(C)=O)c2)CC1
    -0.4	2.4	0.5	3.9	0.7	3.9	-1.7	-3.4	-9.4
COc1cc(NC(=S)NC(=O)CC(C)C)ccc1NC(=O)c1cc2ccccc2o1
    2.4	-10.1	-0.8	3.8	3.2	2.7	-4.0	-2.2	1.9
CCOC(=O)c1ccc(N2C(=O)C(C)=C(C)C2=O)cc1
    -3.4	1.1	9.6	-9.6	-1.2	5.9	-0.5	0.7	3.6
CCOc1ccccc1NC(=S)NCCCn1ccnc1
    0.1	0.8	0.3	9.2	0.8	3.7	4.9	-3.4	14.3
C/C(Cn1nnc2ccccc21)=N\OC(=O)c1cc(F)c(F)cc1Cl
    -3.2	-0.5	-2.2	-7.8	75.7*	12.1	25.1*	-6.5	4.0
CNS(=O)(=O)c1cccc(C(=O)OCC(=O)c2ccc(S(=O)(=O)N3CCCCC3)cc2)c1
    -1.6	2.5	-3.7	-5.7	-10.4	6.9	-0.2	-2.7	3.6
COc1ccccc1NC(=S)N(Cc1ccc(C(=O)O)cc1)Cc1ccc(OC)c(OC)c1
    0.9	2.6	0.5	7.7	-0.6	-1.4	2.4	0.3	7.1
Cc1cc(C)n(CCC(=O)N/N=C/c2cccc([N+](=O)[O-])c2)n1
    1.9	0.5	-0.7	-3.3	2.4	0.1	1.4	-2.8	1.4

Other results follow:
Values run as follows: LYPLA1 inh	PAFAH1B3 FP inh	LYPLA2 inh	PREPL inhibitor	PAFAH2 inh	pPAFAH inh	PAFAH1B2 inh	PAD4 FP inh	GSTO1 inh
c1ccc(C2=Nc3ccccc3NC(c3ccccc3)C2)cc1 (stereo unspecified)
    -0.3	3.8	1.4	-0.7	-1.1	7.3	-0.8	-2.1	6.6
O=C(CNC(=O)c1ccccc1F)c1ccccc1
    1.6	3.6	0.5	3.5	0.1	3.5	-0.8	4.8	5.9
CC1CC(=O)C=C(O)C1C(=O)OC(C)(C)C (stereo unspecified)
    5.5	-3.0	3.6	3.5	-10.8	6.3	-2.2	-4.7	1.6
CCSc1ncc(Cl)c(C(=O)Nc2sc3c(c2C(=O)NCc2cccnc2)CCCC3)n1
    -1.1	-1.4	3.0	11.1	4.3	2.8	1.2	0.4	0.0
O=C(CNC(=O)c1ccccc1Br)N/N=C/c1cccs1
    3.4	0.7	2.1	-9.2	-8.4	4.3	2.1	-2.5	1.2
CN1C(=O)c2ccccc2C(C(=O)O)C1c1cccc(Cl)c1 (stereo unspecified)
    3.9	-4.6	5.6	8.3	-2.4	-4.9	6.1	-7.8	-0.8
O=C1CC(c2ccc(F)cc2)CC(O)=C1C=NCCN1CCNCC1 (stereo unspecified)
    -1.8	4.4	-4.0	7.2	5.2	3.9	5.1	-2.4	-1.3
O=C(c1ccccc1)c1ccc(OCC(O)CN2CCN(S(=O)(=O)N3CCCCC3)CC2)cc1 (stereo unspecified)
    2.5	4.0	13.9	18.6	-1.7	2.5	4.4	-1.7	1.8
Cc1conc1NC(c1cccs1)c1ccc2cccnc2c1O (stereo unspecified)
    -2.3	.	-1.2	-1.8	.	17.7	.	2.2	-51.5
Cn1c(-c2ccc(Br)o2)nc2cc(Br)ccc21
    -0.9	3.4	1.5	3.1	-2.9	-3.3	0.8	-4.4	-11.5

Other entries
Values run as follows: LYPLA1 inh	PAFAH1B3 FP inh	LYPLA2 inh	PREPL inhibitor	PAFAH2 inh	pPAFAH inh	PAFAH1B2 inh	PAD4 FP inh	GSTO1 inh
Cc1ccsc1CN(C)C(=O)CN1C(=O)NC2(CCCc3ccccc32)C1=O (stereo unspecified)
    -2.0	10.3	2.3	6.2	1.3	-4.2	8.0	-4.4	.
Cc1nc2cc(NCc3ccc(Cl)cc3)ccc2n1C
    0.9	-2.0	8.0	30.6	-1.6	0.7	27.6*	-2.9	6.1
CCCCNC(=O)NS(=O)(=O)c1ccc(C(=O)OC(C)C)o1
    1.5	0.6	-2.8	-3.3	-0.4	-5.7	1.5	-0.9	0.2
CC(=O)NCC(=O)OCC(=O)Nc1ccc(C(C)=O)cc1
    -0.9	5.5	-1.8	-5.9	3.8	1.3	-1.1	-0.9	6.7
COc1ccc(C(=O)C(/C=N/O)=N/Nc2ccc(F)cc2)cc1
    -1.7	6.7	-7.2	5.8	4.5	19.2	2.9	0.5	4.7
Cc1ccc(Oc2c(C)nc(-c3ccccc3)[nH]c2=O)cc1
    0.3	7.5	0.7	-3.9	10.4	-3.5	2.7	-6.4	2.8
Cn1c(=O)c2c(nc(NCCc3ccccc3)n2Cc2ccccc2)n(C)c1=O
    3.6	-0.1	-1.1	39.4	-5.2	5.3	7.2	-0.1	-2.6
CCOC(=O)c1c(-c2ccc(OC)cc2)oc2ccc(OCC(N)=O)cc12
    -7.6	-6.9	-4.1	-7.7	4.4	4.1	3.0	-4.5	8.0
O=C(Nc1ccncc1)c1cncc(Br)c1
    4.5	4.7	2.4	9.3	6.5	5.3	-0.8	1.3	1.4
Cc1ccc(S(=O)(=O)NC(=NC2CCCCC2)c2ccc(F)cc2)cc1
    0.1	0.7	1.7	-2.4	-0.7	-5.0	3.1	4.4	1.4

Remaining list, next part:
Values run as follows: LYPLA1 inh	PAFAH1B3 FP inh	LYPLA2 inh	PREPL inhibitor	PAFAH2 inh	pPAFAH inh	PAFAH1B2 inh	PAD4 FP inh	GSTO1 inh
CCCSc1nc(C)cc(C)c1S(C)(=O)=O
    0.9	-2.1	1.6	0.2	6.9	0.4	2.2	-5.7	-8.4
Cc1ccc(C)c(N2CCN(C(=O)CCC(=O)N3CCOc4ccc(Cl)cc43)CC2)c1
    -2.6	-3.5	-8.2	1.0	-2.2	1.1	3.8	3.4	2.2
O=C(CNC(=O)c1ccccc1)OC1CCCCC1
    3.1	8.0	3.0	-2.2	4.8	4.4	-2.6	-0.4	5.2
c1ccc(Cn2nnc3c(N4CCc5ccccc5C4)ncnc32)cc1
    -6.8	-2.7	-4.6	-12.8	-17.2	-0.9	1.4	-5.8	11.5
O=[N+]([O-])c1ccccc1S(=O)(=O)NC1CCCC1
    0.9	.	3.0	-2.4	.	6.6	.	3.0	8.3
Cc1ccccc1NC(=O)c1ccc(Nc2c([N+](=O)[O-])cc([N+](=O)[O-])c3ccccc23)cc1
    -3.5	4.5	1.6	15.0	-6.4	2.5	3.4	-0.8	-9.2
COc1cc(-c2c(C#N)c(=O)[nH]c3c2c(C)nn3-c2ccccc2)ccc1O
    -1.6	15.0	2.4	-6.6	11.2	6.5	5.1	-1.3	-18.8
Cc1ccc(CS(=O)Cc2ccc(C(=O)NCC(C)c3ccccc3)o2)cc1 (stereo unspecified)
    0.6	0.8	-1.5	9.5	0.2	5.3	21.9	-0.3	3.6
O=C(Cc1ccc(Cl)cc1)Nc1cccc(S(=O)(=O)N2CCCCC2)c1
    -12.7	4.6	-16.2	10.7	-12.2	-1.3	0.2	-0.9	.
COCc1cc(C)nc(N/N=C/c2ccc(Cl)c(Cl)c2)c1C#N
    -0.3	4.6	-0.6	0.1	9.1	1.5	-3.3	0.7	7.3
CC(C)CN(C(=O)COc1cccc(-n2cnnn2)c1)C1CCS(=O)(=O)C1 (stereo unspecified)
    -0.3	7.2	8.0	1.9	3.0	-1.6	1.8	5.5	2.8
CN(C)c1ccc(/C=N/n2c(C3CCCCC3)n[nH]c2=S)cc1
    1.2	0.7	-1.4	0.9	5.6	4.2	4.8	-4.2	1.8
Cc1ccc(-c2nc3c(cnn3-c3ccccc3)c(=O)o2)cc1
    0.9	0.4	1.5	4.6	59.4*	10.8	-2.6	-2.4	0.6

Bioassay records deposited in PubChem by The Scripps Research Institute Molecular Screening Center.
